cytoskel mod: cytoskeleton assembly modification; HUVEC TNFa F-actin phalloidin imaging, high content; inhibition, % at 2 µM; 91,000 compounds, 0.18% hits; AID 836;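 active means inhibition above the batch mean plus 3 SD and confirmed as a hit by visual image inspection, cut at about 30% in these data, passing the limit was not always enough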; further: strong numbers were not always called active
HUVEC prolif 384: blocks proliferation of human endothelial cells | HUVEC proliferation, CellTiter-Glo luminescence, 72 h; stronger effect = lower value | viability, % at 10 µM (by protocol) | 86,000 compounds, 1.1% hits;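 active means viability at or below 30%; inactive means viability above 30%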;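 further: 100% = median luminescence of DMSO-only cell control wells on each plate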
Smad3 FoxH1 inh: Smad3 (human) transcription factor binding inhibition | TR-FRET Smad3/Dy647-FoxH1 peptide binding, europium anti-His | inhibition, % at 25 µM | 88,000 compounds, 0.29% hits | AID 630;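 active means compounds that reduce the energy-transfer binding signal between the protein and its labelled peptide by more than half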;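 further: 0% = Smad3 plus labelled peptide maximal FRET and 100% = peptide-only background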
HUVEC tox IL1B: toxic to HUVEC cells under IL-1B stimulation | cell count reduction, % at 2 µM | HUVEC cell count loss, Hoechst imaging, IL-1B stimulated | 94,000 compounds, 0.41% hits;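 active means cell count reduction more than 3 SD above the screen-wide mean, cut at about 70% in these data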;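 further: normalized per plate to untreated control cells as the no-loss baseline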
HUVEC tox TNFa: toxic to HUVEC cells under TNF alpha stimulation | HUVEC TNFalpha-stimulated, Hoechst cell count, imaging | cell count reduction, % at 2 µM | 93,000 compounds, 0.17% hits | AID 848;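 active means cell count reduction exceeding the screen mean by over 5 SD, scaled to untreated wells per plate, cut at about 78% in these data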;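 further: cells counted after 24 h of TNF alpha exposure following the 1 h pretreatment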
Lung fibro prol: blocks proliferation of human lung fibroblasts; LL 47 human lung fibroblast viability, ATP luminescence; stronger effect = lower value; viability, % at 10 µM; 85,000 compounds, 1.1% hits; AID 719;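 active means viability at or below 50% in the single dose screen; inactive means viability above 50%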;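 further: compound exposure lasted 72 h before the ATP readout; 100% = median luminescence of untreated cell-only wells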
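test system = LL 47 human lung fibroblasts | amount = 1,150 fibroblasts seeded per well | medium = 15% FBS in IMEM | times = overnight cell rest, 72 h compound treatment at 37 °C | measured by = CellTiter-Glo luminescence measuring cellular ATP | read-out = viability percentage against median untreated-cell control | benchmarks = cell-only wells, no compound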
H69AR inhibit: growth inhibitors of human H69AR lung tumor cells. AID 598. 85,000 compounds, 6% hits. H69AR lung tumor viability, ATP luminescence, 72 h; stronger effect = lower value. viability, % at 10 µM;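 active means viability at or below 40%; inactive means viability above 40%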;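 further: multidrug resistant small cell line overexpressing MRP-1 efflux transporter; 100% = mean luminescence of untreated control wells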
VCAM1 TNFa inh: reduces TNF alpha induced VCAM1 expression in HUVEC; AID 802; inhibition, % at 2 µM; 95,000 compounds, 0.48% hits; HUVEC TNFa-induced VCAM-1 immunofluorescence, high-content imaging;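 active means inhibition above the batch mean plus 3 SD, with images confirmed as a hit by eye, cut at about 37% in these data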;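 further: 0% = TNF-stimulated DMSO wells and 100% = unstimulated control wells; not every result past the cut was called active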
PTK2B oligo ant: Pyk2 (human) oligomerization antagonism | Q14289 | Q293 cells, Pyk2 FERM NanoBiT luminescence; stronger effect = lower value | z-score (the deposit names both 25 µM and 10 µM) | 99,000 compounds, 0.83% hits;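 active means Z-score of -3 or lower, scaled per plate to the spread of control and sample wells; inactive means z-score above -3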;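 further: negative z-score means lost luminescence so less FERM oligomerization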
Target sequence (Q14289 whole entry, looked up): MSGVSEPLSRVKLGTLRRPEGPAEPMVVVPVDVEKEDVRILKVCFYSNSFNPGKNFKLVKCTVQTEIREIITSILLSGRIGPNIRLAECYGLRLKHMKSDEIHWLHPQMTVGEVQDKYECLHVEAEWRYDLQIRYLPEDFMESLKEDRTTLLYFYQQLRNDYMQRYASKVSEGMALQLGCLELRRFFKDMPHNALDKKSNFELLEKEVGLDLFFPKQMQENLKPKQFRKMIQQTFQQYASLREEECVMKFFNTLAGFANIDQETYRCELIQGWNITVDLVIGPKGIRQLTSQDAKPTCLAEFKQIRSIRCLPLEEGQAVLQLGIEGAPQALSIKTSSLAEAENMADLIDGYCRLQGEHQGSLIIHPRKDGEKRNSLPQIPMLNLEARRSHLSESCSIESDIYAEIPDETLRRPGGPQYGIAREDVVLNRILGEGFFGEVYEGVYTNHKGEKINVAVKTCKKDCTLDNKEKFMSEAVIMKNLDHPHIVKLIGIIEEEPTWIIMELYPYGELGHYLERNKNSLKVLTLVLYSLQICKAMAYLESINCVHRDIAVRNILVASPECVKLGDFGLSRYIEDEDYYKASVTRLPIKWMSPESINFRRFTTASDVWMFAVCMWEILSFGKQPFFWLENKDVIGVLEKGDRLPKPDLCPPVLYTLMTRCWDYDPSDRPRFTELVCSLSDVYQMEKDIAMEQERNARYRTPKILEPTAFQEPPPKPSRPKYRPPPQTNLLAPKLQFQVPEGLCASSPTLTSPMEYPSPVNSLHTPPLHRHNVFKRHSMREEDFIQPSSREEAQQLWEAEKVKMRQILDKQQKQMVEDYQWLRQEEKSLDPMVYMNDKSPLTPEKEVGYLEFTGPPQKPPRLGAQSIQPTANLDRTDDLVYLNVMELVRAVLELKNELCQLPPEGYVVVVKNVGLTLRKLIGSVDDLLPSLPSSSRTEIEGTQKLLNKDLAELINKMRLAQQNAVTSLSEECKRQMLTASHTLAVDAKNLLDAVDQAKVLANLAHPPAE
An asterisk follows results filed as active; x = not tested or not shown; [ ] = remark or other dose. This is a subset; the hit share may differ from the screen's.

SMILES	cytoskel mod	HUVEC prolif 384	Smad3 FoxH1 inh	HUVEC tox IL1B	HUVEC tox TNFa	Lung fibro prol	H69AR inhibit	VCAM1 TNFa inh	PTK2B oligo ant
CN(C)c1ccc(-c2noc(C3CCN(S(=O)(=O)c4cccc(C(=O)O)c4)CC3)n2)cc1	-3	79	-3	21	6	109	97	6	0
CCOC(=O)C1CCCN(c2ncnc3c2cnn3-c2ccc(Cl)cc2)C1 (stereo not drawn)	x	98	-7	-24	-1	102	x	-40	0.57
Cc1ccc(-c2csc(C(C#N)=C3CCCC3)n2)cc1	0	97	-10	10	12	93	79	-1	1.4
COc1ccc(CNC(=O)C2CC=CCC2C(=O)O)cc1OC (stereo not drawn)	32	90	20	-18	-26	100	93	3	0.38
CCOC(=O)CNC(=O)CSc1nnnn1-c1cc(C)ccc1C	0	90	-8	21	-10	98	95	-3	-0.31
COc1ccc(COC(=O)NNC(=O)c2ccccc2Cl)cc1	7	97	1	6	-17	99	97	-12	-0.32
CCOC(=O)C1C(=O)NC(c2ccccc2)=NC1c1ccc(C(C)C)cc1 (stereo not drawn)	2	x	x	-23	-16	x	x	-16	-1.1
c1ccc(-c2csc3ncn4cnnc4c23)cc1	-8	89	10	-5	-11	92	80	-14	-0.12
Cc1cccc(-c2nc(CSCC(=O)NCc3cccs3)c(C)o2)c1	7	105	5	28	-9	100	97	19	-0.16
COC(=O)c1ccc(C(=O)Nc2ccc3nc(-c4cccnc4)[nH]c3c2)cc1	30	108	3	2	-11	100	63	0	-0.96
c1ccc(-c2noc(-c3cccnc3)n2)nc1	0	101	2	-5	-26	95	88	-5	0.64
COC(=O)c1ccc(NC(=O)CCN2CCN(Cc3ccccc3)CC2)cc1	-12	98	-2	10	12	99	89	26	0.6
Cc1nc(CNS(=O)(=O)c2ccc3c(c2)CCCC3)cs1	x	103	-2	x	x	93	114	x	x
COCCN(C(=O)C(C)C)c1nnc(-c2ccc(C)cc2)s1	-10	116	8	-18	-7	110	87	-4	-2.8
O=S(=O)(c1cccs1)n1nnc2ccccc21	0	98	9	-8	-23	104	99	-16	-0.11
CC(C)(C)OC(=O)N1CCC[C@H]1C(=O)NCC1CCC(C(=O)O)CC1 (stereo partly drawn)	x	98	1	x	x	100	105	x	0.13
COC(=O)c1sccc1-n1cccc1C(=O)N1CCOCC1	34	x	x	-5	-26	x	x	2	-0.05
CCC(=O)N1CCN=C1SCc1ccccc1Cl	0	87	-5	15	-5	97	95	-7	x
COc1ccc(OC)c2c(N)c(C#N)c(C(F)(F)C(F)(F)F)nc12	-43	96	-10[fluorescence artefact?]	2	8	91	92	-9	-0.68
CCC(=O)Oc1oc(-c2ccccc2)nc1C=Nc1ccccc1OC	5	77	16	-29	-1	91	57	35	-0.12
O=S(=O)(CCSc1nc2ccccc2s1)c1nc2ccccc2s1	4	14*	4	2	-21	35*	1.5*	12	-2.1
Cc1nn(CCc2n[nH]c(=S)n2C2CCCCC2)c(C)c1Br	-8	x	x	-62	20	x	x	6	1
CCc1sc(N(C(=O)Cc2ccccc2)c2ccccc2)nc1-c1ccccc1	6	x	x	-27	-10	x	x	-2	-0.75
Clc1ccc(CNCCC2=CCCCC2)cc1	-14	x	x	8	3	x	x	-2	-0.31
Cc1ccc(C2C(C(=O)O)c3ccccc3C(=O)N2C)o1 (stereo not drawn)	x	100	5	16	-9	116	92	12	0.4
COc1ccc(C2=NOC(C(=O)Nc3ccc(C(C)=O)cc3)C2)cc1OC (stereo not drawn)	44	99	8	-2	-16	107	99	-2	0.22
Fc1ccc(CN2CCSCC2)cc1Br	x	102	8	x	x	103	86	x	-0.5
COc1cccc(C2C(C(=O)c3cccs3)=C(O)C(=O)N2CCN(C)C)c1OC (stereo not drawn)	24	102	7	-3	-12	100	94	6	-0.35
Nc1nnc(COc2ccc(Br)cc2Br)s1	x	91	5	-57	-41	100	85	-2	-0.54
Cc1cc(C)c2c(N)c(S(=O)c3ccc(C(C)(C)C)cc3)sc2n1 (stereo not drawn)	29	x	x	-8	-22	x	x	-1	-0.01
c1ccc(OCCn2cnc3ccccc32)cc1	-7	109	11	-35	-15	102	98	-2	0.71
CCN(CC)c1ccc(NC(=O)C2CCCN(S(=O)(=O)c3cccnc3)C2)c(C)c1 (stereo not drawn)	-10	110	-2	2	3	88	94	7	x
Clc1ccc2c(c1)CNc1c(ncnc1N1CCOCC1)O2	4	72	-7	-23	-10	97	93	18	-0.31
CC(C)c1ccc(/C=C/C(=O)Nc2nc3ccc([N+](=O)[O-])cc3s2)cc1	9	x	x	-7	-17	x	x	1	-0.07
COC(=O)c1nc(NC(=O)c2ccccc2)n[nH]1	-9	98	2	-8	2	102	74	-3	-0.14
CCOc1ccc(OCc2ccc(C(=O)OCc3ccccn3)o2)cc1	x	92	-3	x	x	101	99	x	0.44
CCCc1cc(=O)[nH]c(NCc2ccc(Cl)cc2)n1	4	102	6	90*	-6	100	100	15	0.31
CCOc1ccccc1-c1cc(-c2ccc(OC)cc2)nc2c1c(=O)n(C)c(=O)n2C	x	84	-14	x	x	94	21*	x	0.97
CC(=O)Nc1nc2n(n1)C(c1ccc(Cl)cc1)C=C(C)N2 (stereo not drawn)	-33	85	63*	15	-17	97	95	16	0.29
CCOC(=O)/C(C#N)=C/c1ccc(OCC(=O)Nc2cc(C)ccc2C)c(OC)c1	4	x	x	-44	-1	x	x	3	0.15
COc1ccc2c(c1)C(C)=CC(C)(C)N2C(=O)CNCc1ccc2c(c1)OCO2	0	96	3	20	-11	89	48	-18	-0.95
N#Cc1nc(-c2ccc(OCc3ccccc3)cc2)oc1NCc1ccco1	-26	59	39[fluorescence artefact?]	-3	-2	92	77	-14	0.1
COCc1[nH]nc2c1C(c1ccccc1Cl)C(C#N)=C(N)O2 (stereo not drawn)	-18	76	0	88*	-3	98	80	-5	1
CCOc1ccccc1OCC(O)CNC (stereo not drawn)	-7	96	7	15	-14	97	97	-2	0.29
COc1ccccc1CNC(=O)Nc1cccs1	x	89	4	x	x	93	93	x	0.64
Cc1cc2ccccc2c(=O)n1CC(=O)NCC(=O)N(C)Cc1ccccc1	x	102	-4	x	x	99	96	x	-0.01
CCCCOC(=O)CSC1=C(C#N)C(c2ccc3c(c2)OCO3)CC(=O)N1 (stereo not drawn)	-4	92	-3	-34	-2	100	88	-3	0.47
CCOc1ccc(S(=O)(=O)N(C)c2ccc(OCC(=O)OCc3c(C)noc3C)cc2)cc1	x	93	3	x	x	96	103	x	0.45
COc1ccc2nc(SCC(=O)NC(C)C)[nH]c2c1	23	100	13	-74	-36	98	91	-2	-0.09
CCOc1ccc(S(=O)(=O)N(CC(=O)N/N=C/c2cccs2)c2ccc(C)cc2)cc1	20	x	x	-4	-12	x	x	-9	-1.6
Cc1cccn2c(=O)c(/C=C3\SC(=S)N(CC(C)C)C3=O)c(NCCCOC(C)C)nc12	-17	86	-3	4	10	101	85	15	-1.1
COc1cc(NS(=O)(=O)c2ccc(F)cc2)c(OC)cc1NC(=O)C1CC1	x	105	-12	x	x	98	79	x	x
CCCCOC(=O)c1cc(-c2ccc(/C=N/n3cnnc3)o2)ccc1Cl	-2	98	-2	-21	6	94	90	7	-0.07
COc1ccc(S(=O)(=O)N(CCc2ccccc2)CC(=O)N2CCOCC2)cc1	-16	x	x	22	-16	x	x	11	-0.64
CC(NC(=O)Cc1ccccc1)c1nc2ccccc2[nH]1 (stereo not drawn)	x	102	7[fluorescence artefact?]	x	x	100	97	x	x
Oc1[nH]c2ccccc2c1N=Nc1ccc(C(F)(F)F)cn1	1	x	x	-75	-10	x	x	19	-1.9
C=CCNC(=O)NC(=O)COC(=O)/C(C#N)=C/c1cc(C)n(CC(C)C)c1C	4	111	-7	21	-2	109	99	-2	0.65
COC(=O)c1cc(S(=O)(=O)n2nc(C)cc2C)c(Cl)cc1Cl	x	95	2	x	x	98	78	x	x
O=P(O)(CP(=O)(c1ccccc1)c1ccccc1)c1ccccc1	7	105	-5	1	-20	110	92	-23	-0.55
Cc1ccc(C(=O)Nc2ncc(C)s2)o1	-3	77	1	-10	-9	104	80	-13	-0.75
Going on with the list.
SMILES	cytoskel mod	HUVEC prolif 384	Smad3 FoxH1 inh	HUVEC tox IL1B	HUVEC tox TNFa	Lung fibro prol	H69AR inhibit	VCAM1 TNFa inh	PTK2B oligo ant
CCCCSc1cnn(-c2ccccc2)c(=O)c1SCCCC	1	77	-14	-8	-21	85	90	-20	-1.9
Cc1ccc(CCNC(=O)C2CCN(S(=O)(=O)c3cccc4nonc34)CC2)cc1	-16	99	-2	-4	0	100	80	-5	1.5
CC1CCN(S(=O)(=O)c2ccc(Cl)cc2Br)CC1	-2	105	-12	11	-1	97	93	-22	-0.24
CC1=C(C(=O)OCC2CCCO2)C(c2ccccc2)NC(=O)N1 (stereo not drawn)	20	109	-1	-39	-20	103	91	-4	-0.54
[O-]/[N+](=C\c1ccc(F)cc1)c1ccccc1	-3	82	9	4	-6	101	83	12	0.24
O=C(OCc1nnc(-c2ccccc2)o1)c1cc(S(=O)(=O)N2CCOCC2)c(Cl)cc1Cl	-3	74	-7	-62	-44	97	78	8	2.5
Nn1c(=O)c2ccccc2n2c(SCc3ccccc3)nnc12	-9	101	1	-46	6	101	83	-1	-0.71
CCCn1c(CN2CCN(C)CC2)nc2ccccc21	x	99	1	-1	-20	97	105	14	-0.01
O=c1cc(CNCCCO)c2ccccc2[nH]1	-57	93	1	-53	-10	93	95	11	0.23
COC(=O)CN(c1cc(C(F)(F)F)ccc1Cl)S(C)(=O)=O	-4	x	x	-23	-24	x	x	6	0.36
CCSc1nnc(NC(=O)Cc2cccc(OC)c2)s1	-8	112	-7	47	26	96	86	-14	-0.38
O=P(O)(O)COc1ccccc1P(=O)(c1ccccc1)c1ccccc1	-6	95	6	8	-22	100	95	5	0.1
COCn1c(COc2ccccc2)nc2ccccc21	-9	80	8	7	19	98	80	9	0.53
Cc1cc(N2CCN(C(c3ccccc3)c3ccccc3)CC2)n2ncnc2n1	-26	97	3	26	-3	106	79	-21	-0.87
O=C(NCC1CCCO1)c1cccc(NC(=O)c2ccco2)c1 (stereo not drawn)	-5	96	-2	-6	8	102	98	8	1.3
CCOc1cccc(/C(O)=C2/C(=O)C(=O)N(CCOC)C2c2ccco2)c1 (stereo not drawn)	-4	88	2	14	-29	96	80	13	0.08
CCCCNc1nc(-c2ccccc2)cc(C(F)(F)F)c1C(N)=O	x	71	2	-53	x	90	60	x	-0.56
CC(C)Cc1ccc(C(C)C(=O)Nc2nccs2)cc1 (stereo not drawn)	x	102	9	-9	20	87	93	-27	-1.5
Nc1cc(N)nc(SCC(=O)N2CCc3ccccc32)n1	0	x	x	4	-22	x	x	-37	0.04
Cc1cc(C)cc(NC(=O)C2CCN(S(=O)(=O)c3c(C)n[nH]c3C)CC2)c1	-18	91	21[fluorescence artefact?]	-2	-10	98	68	9	-0.1

Reprinted at random: four entries already listed, in no set order.
SMILES	cytoskel mod	HUVEC prolif 384	Smad3 FoxH1 inh	HUVEC tox IL1B	HUVEC tox TNFa	Lung fibro prol	H69AR inhibit	VCAM1 TNFa inh	PTK2B oligo ant
COC(=O)CN(c1cc(C(F)(F)F)ccc1Cl)S(C)(=O)=O	-4	x	x	-23	-24	x	x	6	0.36
CC1=C(C(=O)OCC2CCCO2)C(c2ccccc2)NC(=O)N1 (stereo not drawn)	20	109	-1	-39	-20	103	91	-4	-0.54
O=P(O)(O)COc1ccccc1P(=O)(c1ccccc1)c1ccccc1	-6	95	6	8	-22	100	95	5	0.1
CCOc1cccc(/C(O)=C2/C(=O)C(=O)N(CCOC)C2c2ccco2)c1 (stereo not drawn)	-4	88	2	14	-29	96	80	13	0.08
